High-throughput results: PubChem, National Center for Advancing Translational Sciences (NCATS)
HEK293 cAMP cs: qHTS Assay for Agonists of the Thyroid Stimulating Hormone Receptor: Activators of Intracellular cAMP Concentrations in Parental HEK 293. parental HEK293 CNG cAMP sensor, membrane potential fluorescence. Potency, µM (titrated, usually from 57.1 µM), inactives show at the top dose activation, most hits filed as activators. 2.5% of 73,000 active; further: potency means the concentration at half of the fitted maximal effect; % of control where 0% means no effect; nearly all actives have a fitted effect of over 55% in size
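Counterscreen for endogenous-receptor signalling: CNG-channel HEK 293 cells report cAMP rise by membrane depolarization. After 60 min dye equilibration with 100 uM RO 20-1724, compounds incubated 30 min before bottom-read fluorescence at 590 nm.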
CRE Fsk mod: Cell signaling CRE-BLA (Fsk stim); CHO CRE-bla reporter (cAMP response element driving beta-lactamase), forskolin EC10, beta-lactamase ratio; Potency, µM (titrated, usually from 38.2 µM), inactives show top-dose activity change, negative = inhibition, most hits filed as activators; 2.5% of 71,000 active; active means well fitted activation curve with a large enough effect in the signal ratio, with a control signal flat, not every such curve was filed as active; inconclusive means small, poorly fitted or top-dose-only effect, or effect the other way, or a change in a side signal; the % refers to the signal ratio; further: potency means the concentration at half of the fitted maximal effect; % of control where 0% means no effect
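Titrated compounds plus EC10 NKH 477 on CHO CRE-bla cells, 3 h, 37 °C. CCF4, 2 h RT. Ratio 460/530 nm → AC50.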
BRCT inh green: qHTS Assay for Inhibitors of BRCT-Phosphoprotein Interaction (Green Fluorophore). Breast cancer type 1 susceptibility protein (Homo sapiens), P38398. BRCA1 BRCT-phosphopeptide binding, green fluorescence polarization. Potency, µM (doses to about 76.9 µM), for the others: top-dose activity change, negative = inhibition, hits mostly inhibitors. 0.05% of 75,000 active;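 further: potency means the concentration at half of the fitted maximal effect; plate controls were peptide without protein for full effect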
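Fluorescence polarization: His-tagged BRCT (~35 kDa BRCA1 C-terminus, 250 nM) bound to 100 nM fluorescein-labeled phosphorylated 10-aa BACH1 peptide, pH 7.3 phosphate buffer with DTT and Tween 20. Compounds incubated 12 min at room temperature; inhibition read as lowered polarization.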
USP2a inhib: qHTS Assay for Inhibitors of Ubiquitin-specific Protease USP2a | Potency, µM (series often up to 38.3 µM), for inactives: at the highest dose activity change, negative = inhibition, hits mostly inhibitors | AID 927, 2007 | 0.1% of 60,000 active | Ubiquitin carboxyl-terminal hydrolase 2 (Homo sapiens), O75604 | USP2a enzymatic assay, qHTS inhibition;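 further: potency means the concentration at half of the fitted maximal effect; nearly all actives have a fitted effect of over 60% in size; plate controls were DMSO for no effect and NEM full inhibition control for full effect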
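USP2 core (20 nM final) was preincubated with compound for 30 min at RT in 20 mM Tris-HCl pH 8.0, 2 mM CaCl2, 2 mM beta-mercaptoethanol; Ub-PLA2 (20 nM) plus NBD C6-HPC (20 uM) then added, fluorescence read after 2.5 h.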
Casp1 inh: qHTS Assay for Allosteric/Competitive Inhibitors of Caspase-1. P29466. AID 900, 2007. Caspase-1 enzyme, Ac-WEHD-AFC fluorogenic rate. Potency, µM (series often up to 57.5 µM), for inactives: at the top dose activity change, negative = inhibition, hits mostly inhibitors. 0.03% of 75,000 active;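 further: potency means the concentration at half of the fitted maximal effect; plate controls were vehicle for no effect and no substrate for full effect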
ERK AVP block: qHTS Assay for Inhibitors of the ERK Signaling Pathway using a Homogeneous Screening Assay; HEK293-V1b, vasopressin-stimulated pERK AlphaScreen; Potency, µM (highest dose often 57.5 µM), for inactives: at the highest dose activity, negative = inhibition, most hits filed as inhibitors; 0.99% of 72,000 active; AID 995, 2007; further: potency means the concentration at half of the fitted maximal effect; on the % scale 0 is the no-effect control and ±100 the full control effect; nearly all actives have a fitted effect of over 55% in size
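V1b-HEK293 cells; cpd 30 min 37C; 25 nM vasopressin 5 min; lyse 10 min; AlphaScreen beads 5 hr RT. Normalized to DMSO basal and 25 nM vasopressin; AC50 by Hill fit.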
BRCT inh red: qHTS Assay for Inhibitors of BRCT-Phosphoprotein Interaction (Red Fluorophore); Potency, µM (top dose mostly 76.9 µM), for inactives: at the highest dose activity change, negative = inhibition, most hits filed as inhibitors; Breast cancer type 1 susceptibility protein (Homo sapiens), P38398; BRCT-phosphopeptide binding, red fluorescence polarization; AID 892, 2007; 0.03% of 75,000 active; further: on the % scale 0 is the no-effect control and ±100 the full control effect
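Fluorescence polarization: 100 nM His-tagged BRCA1 BRCT with 100 nM TAMRA-labelled phospho-BACH1 decapeptide, phosphate buffer pH 7.3 with 150 mM NaCl, DTT, 0.01% Tween 20; 12 min RT. Binding inhibition seen as FP decrease.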
Tau fil binding: qHTS Assay for Tau Filament Binding. recombinant tau filaments, thioflavin S fluorescence, 15 h; filaments grown with octadecylsulfate alongside compound. Potency, µM (series often up to 57.1 µM), without a hit: at the top dose activity change, negative = inhibition. 2% of 71,000 active. AID 596, 2007;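 further: potency means the concentration at half of the fitted maximal effect; on the % scale 0 is the no-effect control and ±100 the full control effect; actives lower thioflavin S fluorescence by blocking filaments or displacing dye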
Target sequence (P10636 whole entry, looked up): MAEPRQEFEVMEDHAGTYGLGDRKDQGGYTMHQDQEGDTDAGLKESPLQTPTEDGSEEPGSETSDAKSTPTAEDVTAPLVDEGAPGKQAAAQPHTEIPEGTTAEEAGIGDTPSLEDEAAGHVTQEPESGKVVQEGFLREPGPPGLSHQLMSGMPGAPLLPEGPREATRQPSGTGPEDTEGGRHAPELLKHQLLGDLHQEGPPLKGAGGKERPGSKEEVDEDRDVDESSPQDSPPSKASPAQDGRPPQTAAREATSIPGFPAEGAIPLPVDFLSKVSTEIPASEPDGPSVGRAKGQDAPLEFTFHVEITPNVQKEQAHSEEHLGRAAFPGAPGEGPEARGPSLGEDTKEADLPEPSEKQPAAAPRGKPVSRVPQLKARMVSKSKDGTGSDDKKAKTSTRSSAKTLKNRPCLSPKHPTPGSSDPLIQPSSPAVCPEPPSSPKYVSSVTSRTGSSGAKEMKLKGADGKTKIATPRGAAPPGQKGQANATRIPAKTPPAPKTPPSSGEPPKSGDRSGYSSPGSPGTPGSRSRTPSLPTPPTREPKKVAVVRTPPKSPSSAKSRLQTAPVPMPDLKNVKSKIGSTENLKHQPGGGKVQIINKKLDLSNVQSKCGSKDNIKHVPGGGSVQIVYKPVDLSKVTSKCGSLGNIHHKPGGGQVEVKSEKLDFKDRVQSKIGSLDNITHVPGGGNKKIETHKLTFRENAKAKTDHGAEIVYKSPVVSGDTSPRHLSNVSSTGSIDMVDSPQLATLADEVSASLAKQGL
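Assay mix: 1 uM His-tagged tau, 30 uM sodium octadecylsulfate, thioflavine S dye in HEPES/NaCl/DTT buffer. Compound is added prior to the inducer. Fluorescence after 15 h at 37 C.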
A350 autofl: qHTS Assay for Spectroscopic Profiling in A350 Spectral Region. Compound autofluorescence, 340/450 nm, Alexa 350 dye-equivalents; active compounds read high. 11% of 59,000 active. max dye-equivalent concentration, M. AID 590, 2007; in the data active means max dye-equivalent concentration above about 10 nM; inconclusive means mostly about 1.1 nM to 9.6 nM
Casp7 inh: qHTS Assay for Allosteric/Competitive Inhibitors of Caspase-7. Potency, µM (titrated, usually from 57.5 µM), without a hit: top-dose activity change, negative = inhibition, actives largely listed as inhibitors. P55210. 0.02% of 75,000 active. recombinant caspase-7, Ac-DEVD-AFC fluorescence rate; active means well fitted inhibition curve with a large enough effect in the main read-out, with a control signal flat, not every such curve was filed as active; inconclusive means small, poorly fitted or top-dose-only effect, or a change in a side signal; further: potency means the concentration at half of the fitted maximal effect; % of control where 0% means no effect
Target sequence (P55210 24-198 limits assumed): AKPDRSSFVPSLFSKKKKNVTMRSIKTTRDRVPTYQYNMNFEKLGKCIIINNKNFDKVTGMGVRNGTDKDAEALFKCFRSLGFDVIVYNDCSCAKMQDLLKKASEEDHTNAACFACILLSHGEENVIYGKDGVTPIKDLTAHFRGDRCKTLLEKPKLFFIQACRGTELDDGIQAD
Target sequence (P55210 207-303 limits assumed): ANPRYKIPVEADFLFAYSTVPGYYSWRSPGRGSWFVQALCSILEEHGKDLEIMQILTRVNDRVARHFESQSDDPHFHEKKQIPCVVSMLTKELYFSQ
FLuc inh: qHTS Assay for Inhibitors of Firefly Luciferase; Potency, µM (titrated, usually from 57.1 µM), inactives show at the highest dose activity change, negative = inhibition, usual class: inhibitors; 2.2% of 72,000 active; purified firefly luciferase, luminescence, 8 min; Luciferin 4-monooxygenase (Photinus pyralis), P08659; further: potency means the concentration at half of the fitted maximal effect; on the % scale 0 is the no-effect control and ±100 the full control effect; nearly all actives have a fitted effect of over 40% in size
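Inhibition of light generation by firefly luciferase from ATP and luciferin was profiled with concentration-response curves per sample, ATP held at 10 uM within the enzyme's linear range. Plates were read by luminescence after an 8-minute ambient incubation.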
The depositor's hits bear a star; i = inactive; ? = inconclusive; · = no result given; & = joins results of further samples; [ ] = dose if it differs, or a comment. Unless noted, the call rests on the fitted dose curve; in most records, active means well fitted curve in the direction sought with a large enough effect; inconclusive means small, poorly fitted or top-dose-only effect, or another doubt; inactive means no such curve, though single readings can be large; an effect the other way counts as inactive or inconclusive.

SMILES | HEK293 cAMP cs | CRE Fsk mod | BRCT inh green | USP2a inhib | Casp1 inh | ERK AVP block | BRCT inh red | Tau fil binding | A350 autofl | Casp7 inh | FLuc inh
CC(=O)C1=C(O)C(=O)N(Cc2cccnc2)C1c1ccccc1 (stereo unspecified) | 5% | 5% | 0.1% | -5% | 2% | -2% | -1.6% | 9% | i | 0% | 1%
COc1ccc(Nc2nc(N)nc(CN3CCN(c4ccccn4)CC3)n2)cc1 | -8% | 0% | -3.6% | 5% | 2% | ? | -0.3% | -8% | i | -2% | -1%
CNC(=O)[C@H](C)/C=C/C(NC(=O)OCc1ccccc1)c1ccc(C(=O)OC)cc1 (stereo partly specified) | 5% | -6% | -0.5% | · | -14% | -1% | 0.5% | 19% | · | -3% | ·
CSc1nnc2n(-c3ccc(C)cc3)c(=O)c3c4c(sc3n12)COC(C(C)C)C4 (stereo unspecified) | 1% | 12% | -2.8% | · | 0% | · | -1.8% | 8% | · | 1% | 2%
COc1ccc(NC(=O)CC2SC(=NCc3ccccc3OC)NC2=O)cc1 (stereo unspecified) | ? | -16% | -0.2% | 29% | -1% | ? | -0.8% | -6% | i | -3% | -1%
CC(=O)c1c(N2CCCCC2)nc(=S)n(-c2ccccc2)c1C | -3% | 9% | -1.0% | -1% | -2% | 0% | 0.5% | -5% | · | -3% | -2%
O=C(CC12CC3CC(C1)CC(CC(=O)N1CCCC1)(C3)C2)N1CCCC1 | 11% | -1% | -0.1% | 5% | -1% | -28% | -0.2% | 8% | · | 2% | 0%
CCn1c(=O)cc(OCC(=O)N(C)C2CCCCC2)c2ccccc21 | -1% | ? | 0.6% | 3% | 2% | -4% | -0.8% | 9% | i | 0% | -1%
CCC(=O)c1cc(F)c(N2CCN(S(=O)(=O)c3ccc(C)cc3)CC2)cc1C | 2%[11.4 µM] | ? | 1.0% | 6%[7.66 µM] | 0% | 3% | -1.3% | 28%[11.4 µM] | · | -1% | 1%
CCCSc1nnc(CN2CCOCC2)n1C | 0% | -5% | 0.7% | -11% | 1% | -3% | -1.7% | 0% | i | -1% | 0%
COc1ccc(OC)c(S(=O)(=O)n2cnc3cc(C)c(C)cc32)c1 | ? | ? | 3.3% | 38%[activator] | -5% | -19% | -1.1% | 38% | · | -5% | 2%
CCOC(=O)N1CCN(C(=O)Cn2c(C)cc3ccccc3c2=O)CC1 | 5% | 1% | -0.2% | 2% | -2% | 7% | 0.4% | 9% | ? | 3% | -1%
CCc1ccc(NC(=O)CSc2nnc(Cc3cccn3C)n2-c2ccc(F)cc2)cc1 | -6% | ? | -1.3% | · | -6% | -18% | -1.5% | 3% | · | -5% | 1%
Nc1ccc(Nc2ccccc2N)cc1 | -20% | ? | 1.6% | 25% | -5% | -4% | 0.4% | -120% | i | 2% | -15%
O=C(c1ccccc1-c1nc(-c2ccc(Cl)cc2)no1)N1CCCC1 | 27% | 7% | 0.7% | 3% | 1% | -5% | -1.7% | 5% | i | 1% | -22%
Cc1cc(-c2csc(NC(=O)c3cc4ccccc4o3)n2)c(C)n1C | -18% | -8% | -0.5% | -20% | -2% | 5% | -2.2% | 10µM* | i | -16% | -15%
COc1ccc(OC)c(NC(=O)Cn2c(-c3ccc(Cl)cc3)noc2=O)c1 | 19% | -8% | -6.1% | 2% | 0% | 0% | 0.1% | 21% | i | -2% | 1%
OC[C@H](S)CS | 5%[11.4 µM] | -1%[7.6 µM] | -1.3%[15.4 µM] | · | 1%[11.5 µM] | 2%[11.5 µM] | 1.2%[15.4 µM] | 4%[11.4 µM] | i | -1%[11.5 µM] | -3%[11.4 µM]
O=C(Nc1nc(-c2nc3ccccc3s2)cs1)C1COc2ccccc2O1 (stereo unspecified) | ? | 4µM* | -1.5% | · | -2% | · | -1.2% | 210% | · | 1% | -9%
Oc1ccccc1OCc1nc2ccccc2s1 | -8%[11.4 µM] | ? | 2.6% | 4%[7.66 µM] | -1% | -17% | -1.1% | 18%[11.4 µM] | · | 1% | 20µM*
Cc1cc(C)nc(NS(=O)(=O)c2ccc(NC(=O)Cn3c(=O)oc4ccccc43)cc2)n1 | -7% | 11% | 0.7% | · | 2% | -6% | 0.3% | 12% | · | 0% | -1%
CN1C=CC=C/C1=C1\SC(=S)N(C2CCCCC2)C1=O | -27%[11.4 µM] | ? | -0.8% | -1%[7.66 µM] | -3% | ? | -0.1% | 4µM* | · | -5% | -5%
O=C(O)CCCC(=O)Nc1ccccc1-n1ccnc1 | -1% | -2% | -2.1% | · | -2% | -1% | 1.4% | -7% | ? | -1% | -3%
CC1=CC(=C2N=C(c3ccccc3)OC2=O)C=C(C)O1 | -2% | · | 27% | · | -3% | · | 0.2% | · | · | -3% | ·
COc1ccc(CNC(=O)CSc2nnnn2-c2ccc(O)cc2)cc1 | 11% | ? | -0.1% | -1% | 1% | -2% | -1.4% | -3% | i | -2% | 0%

A different layout for 2 compounds above:
Values run as follows: HEK293 cAMP cs, CRE Fsk mod, BRCT inh green, USP2a inhib, Casp1 inh, ERK AVP block, BRCT inh red, Tau fil binding, A350 autofl, Casp7 inh, FLuc inh
> O=C(O)CCCC(=O)Nc1ccccc1-n1ccnc1
 : -1%, -2%, -2.1%, ·, -2%, -1%, 1.4%, -7%, ?, -1%, -3%
> CC1=CC(=C2N=C(c3ccccc3)OC2=O)C=C(C)O1
 : -2%, ·, 27%, ·, -3%, ·, 0.2%, ·, ·, -3%, ·

Next structures.
SMILES | HEK293 cAMP cs | CRE Fsk mod | BRCT inh green | USP2a inhib | Casp1 inh | ERK AVP block | BRCT inh red | Tau fil binding | A350 autofl | Casp7 inh | FLuc inh
Cc1cc(OCc2nn[nH]n2)c2c(C)c(CC(=O)O)c(=O)oc2c1 | 6% | -6% | -1.3% | 3% | 2% | -17% | -0.4% | -7% | 7.2e-08M* | 0% | 1%
COc1ccc(CNC(=O)Cn2cc3c(n2)CCCCC3)cc1 | 11% | -10% | -2.5% | · | -1% | -14% | 0.0% | -1% | · | 0% | -6%
Cc1cc(=O)n(CCc2ccccc2)c(O)c1C#N | 15% | -14%&-16% | 7.8%&4.6% | -2%&6% | -8%&-10% | 6%&11% | 0.0%&-1.6% | 9%&-4% | i | -5%&-13% | 0%&-4%
CCC1=C/C(=C\c2ccc3c(c2)OCO3)C(=O)S1 | 7% | ? | 1.1% | 41%[activator] | -3% | 19% | -1.4% | -26% | i | -6% | -3%
O=S(=O)(CCCc1ccccc1)c1ncn[nH]1 | 18% | 9% | 0.2% | -3% | 1% | -8% | 0.4% | 13% | ? | 1% | 2%
COc1ccc2cc(CN(CC3COCCO3)S(=O)(=O)c3ccccc3)c(=O)[nH]c2c1 (stereo unspecified) | -10% | -5% | 1.1% | 4% | 2% | -17% | 1.3% | -18% | i | 1% | 1%
CN(C(=O)C12CC3CC(CC(C3)C1)C2)C1CCS(=O)(=O)C1 (stereo unspecified) | 20% | 8% | -1.7% | -6% | -5% | -12% | 1.0% | 0% | · | -1% | -2%
CC1(C)Cc2ccccc2-c2nnc(SCc3ccc(C#N)cc3)n21 | 25µM* | ? | 1.8% | 13% | 1% | 4% | -0.4% | 38% | i | -1% | 1%
Cc1ccc2nsnc2c1N(S(C)(=O)=O)S(C)(=O)=O | 3% | -6% | 1.5% | 6% | -2% | ? | -0.1% | ? | i | -1% | 0%
CCC(C)NC(=O)c1cn(C)c(=O)c2cc(OC)c(OC)cc12 (stereo unspecified) | -4% | 3.2µM* | -0.9% | 7% | 0% | -9% | -2.6% | 2% | i | 0% | 1%
CC(C)(C)n1ncc2c(=O)n(CC(=O)Nc3ccc4c(c3)OCCO4)cnc21 | 6% | ? | -2.5% | -1% | -1% | -10% | 0.3% | 2% | i | 0% | 1%
O=C(Nc1cccc(C(F)(F)F)c1)C1CCCN(c2ncccn2)C1 (stereo unspecified) | 25µM* | 6% | -2.9% | 43%[activator] | 1% | 3% | -0.4% | 3% | i | 0% | -1%
Cc1nc2ccccc2c2oc(C(=O)NCCCN3CCCC3=O)cc12 | 10% | ? | 3.3% | · | 1% | ? | -8.0% | 6% | · | -1% | 0%
